TNFa cytotox = cytotoxicity in TNFa-stimulated HUVEC, primary screen, cytotoxicity control for VCAM1 expression modulator project, imaging, Hoechst nuclei count | HUVEC TNFalpha-stimulated, Hoechst cell count | cell count reduction, % at 2 µM | hit rate 0.17% among 93,000;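 active = cell count reduction exceeding the screen mean by over 5 SD, scaled to untreated wells per plate, cut at about 78% in these data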;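 note: cells counted after 24 h of TNF alpha exposure following the 1 h pretreatment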
CYP2C9 act = human CYP2C9 activators, primary screen, biochemical, luminescence; Cytochrome P450 2C9 (Homo sapiens), P11712; recombinant CYP2C9, luciferin-H conversion; hits give high values; factor 1 = untreated enzyme, 0 = blocked; activation factor at 5 µM; hit rate 1.4% among 96,000; AID 1024, 2008;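 active = activation factor of 2 or more for CYP2C9 at a 5 µM dose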;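 note: 0 = sulfaphenazole-blocked wells and 1 = vehicle-only wells; values of inactives mirror those of a sister screen read the other way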
Target sequence (P11712 whole entry, looked up): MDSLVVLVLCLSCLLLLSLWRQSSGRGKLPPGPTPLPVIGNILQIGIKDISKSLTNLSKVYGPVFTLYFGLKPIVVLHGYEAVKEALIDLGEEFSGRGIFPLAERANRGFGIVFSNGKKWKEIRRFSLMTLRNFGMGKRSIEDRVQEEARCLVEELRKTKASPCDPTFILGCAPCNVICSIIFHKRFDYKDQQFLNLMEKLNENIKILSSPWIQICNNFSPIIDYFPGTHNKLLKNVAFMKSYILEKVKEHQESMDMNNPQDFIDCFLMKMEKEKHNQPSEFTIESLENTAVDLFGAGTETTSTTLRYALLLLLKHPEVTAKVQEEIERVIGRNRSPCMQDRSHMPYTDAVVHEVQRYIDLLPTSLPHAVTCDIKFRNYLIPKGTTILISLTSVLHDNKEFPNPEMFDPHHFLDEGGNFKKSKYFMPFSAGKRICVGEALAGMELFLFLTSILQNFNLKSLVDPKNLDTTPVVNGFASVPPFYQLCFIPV
VCAM1 TNFa inh = inhibitors of TNFa-induced VCAM1 expression, primary screen, imaging, HUVEC, TNFa stimulus, immunofluorescence. HUVEC TNFa-induced VCAM-1 immunofluorescence, high-content imaging. AID 802, 2007. inhibition, % at 2 µM. hit rate 0.48% among 95,000;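 active = inhibition above the batch mean plus 3 SD, with images confirmed as a hit by eye, cut at about 37% in these data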;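 note: 0% = TNF-stimulated DMSO wells and 100% = unstimulated control wells; not every result past the cut was called active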
CYP2C19 act = human CYP2C19 activators, primary screen, biochemical, luminescence. recombinant CYP2C19, luciferin-H EGE luminescence; hits give high values; 0 = fully inhibited enzyme, 1 = untreated enzyme. 96,000 tested, under 10 active. Cytochrome P450 2C19 (Homo sapiens), P33261. AID 1025, 2008. activation factor at 5 µM;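 active = activation factor of at least 2 at 5 µM in the primary screen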;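 note: 0 = wells with 2.5 mM tranylcypromine and 1 = vehicle-only wells; values of inactives mirror those of a sister screen read the other way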
hDAT+cocaine = changed hDAT dopamine uptake under cocaine IC80, either direction, primary screen, cocaine antagonist project, cell-based, LLC-PK1 hDAT, [14C]-dopamine uptake, MLSMR | Sodium-dependent dopamine transporter (Homo sapiens), Q01959 | LLC-PK1 hDAT cells, [14C]-dopamine uptake with cocaine IC80; actives deviate in either direction | B-score at 10 µM | hit rate 1.3% among 110,000 | AID 449768, 2010;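 active = Z score or B-score, a plate-position-corrected score, falls beyond the plate's 99.7% confidence bounds, in either direction; inactive = both scores lie inside the 99.7% bounds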;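 note: scored against the spread of the other compound wells on the same plate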
Target sequence (Q01959 whole entry, looked up): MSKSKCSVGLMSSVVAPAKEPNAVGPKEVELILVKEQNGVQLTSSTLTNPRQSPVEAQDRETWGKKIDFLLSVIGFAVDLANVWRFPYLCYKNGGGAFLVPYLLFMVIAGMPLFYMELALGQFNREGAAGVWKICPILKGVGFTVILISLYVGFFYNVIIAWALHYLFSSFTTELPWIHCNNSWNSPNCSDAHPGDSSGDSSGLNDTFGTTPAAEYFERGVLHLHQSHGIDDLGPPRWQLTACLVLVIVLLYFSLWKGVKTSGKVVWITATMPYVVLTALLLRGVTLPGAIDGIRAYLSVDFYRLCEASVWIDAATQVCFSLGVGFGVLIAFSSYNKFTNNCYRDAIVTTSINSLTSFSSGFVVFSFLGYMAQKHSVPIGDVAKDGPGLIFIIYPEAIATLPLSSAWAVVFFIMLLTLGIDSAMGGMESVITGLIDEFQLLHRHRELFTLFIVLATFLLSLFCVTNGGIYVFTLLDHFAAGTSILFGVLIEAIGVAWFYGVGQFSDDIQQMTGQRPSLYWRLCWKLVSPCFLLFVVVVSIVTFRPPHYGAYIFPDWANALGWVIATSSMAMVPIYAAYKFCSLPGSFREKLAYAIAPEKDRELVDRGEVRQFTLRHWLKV
IL1B cytotox = cytotoxicity in IL-1B stimulated HUVEC, primary screen, cytotoxicity control for IL-1B NFkB translocation project, imaging, Hoechst nuclear count, IL-1B stimulus | HUVEC cell count loss | AID 845, 2007 | hit rate 0.41% among 94,000 | cell count reduction, % at 2 µM;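 active = cell count reduction more than 3 SD above the screen-wide mean, cut at about 70% in these data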;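 note: normalized per plate to untreated control cells as the no-loss baseline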
Candida biofilm = clotrimazole potentiators killing Candida biofilms, primary screen, with clotrimazole, Alamar Blue; C. albicans biofilm + clotrimazole; inhibition, % at 6 µM; hit rate 0.14% among 85,000; AID 834, 2007;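 active = inhibition above 20%; inactive = inhibition below 20%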;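 note: preformed 24 hr biofilms exposed to compound for 48 hr; 0% = biofilm without compound and 100% = blank killed by clotrimazole plus chlorhexidine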
CYP2C19 inhib = blockers of cytochrome P450 2C19 activity – biochemical, luminescence, ADME assay, primary screen | CYP2C19 Supersomes, luciferin-H EGE luminescence, 30 min | inhibition, % at 5 µM | hit rate 21% among 96,000 | AID 778, 2007;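 active = CYP2C19 inhibition above a set limit at 5 µM in the primary screen, cut at about 50% in these data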;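 note: plate controls were negative control wells for no effect and 2.5 mM tranylcypromine positive control for full effect; values of inactives mirror those of a sister screen read the other way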
CYP2C9 inh = blockers of cytochrome P450 2C9 activity – biochemical, luminescence, ADME assay, primary screen; P11712; CYP2C9 Supersomes, luciferin-H conversion; inhibition, % at 5 µM; hit rate 20% among 96,000; AID 777, 2007;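 active = blocking of liver enzyme CYP2C9 beyond about 50% at 5 µM, limit read from the data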; note: values of inactives mirror those of a sister screen read the other way
Active calls of the source: *; . = not tested or not shown. Rows are unselected. Share with any hit: about 29%.

SMILES	TNFa cytotox	CYP2C9 act	VCAM1 TNFa inh	CYP2C19 act	hDAT+cocaine	IL1B cytotox	Candida biofilm	CYP2C19 inhib	CYP2C9 inh
COc1ccc(NC(=O)C2CCCN2S(=O)(=O)c2ccc3c(c2)CCC(=O)N3)cc1Cl (stereo unspecified)	.	0.3	.	1.1	0.026	.	3	-6	65*
COC(=O)C1=C(C)NC2=C(C(=O)CC(C)(C)C2)C1c1ccsc1 (stereo unspecified)	-24	.	-4	.	-0.2	-21	5	.	.
CC(=O)c1cccc(S(=O)(=O)N2CCCC(c3nc(-c4ccc(C)o4)no3)C2)c1 (stereo unspecified)	-23	0.7	10	0.6	1	-3	5	38	30
CCOC(=O)CCCn1nc(C)n2c(cc3sccc32)c1=O	-13	.	-19	.	-1	14	7	.	.
Cc1nc2[nH]onc2c2nccc(=O)c12	7	0.8	-8	1.1	-0.18	23	1	-9	19
Cc1cc(O)c(NC(=S)NC(=O)c2ccc(-c3ccc(Cl)cc3)o2)cc1C	16	1.1	-7	1	-0.039	24	.	-5	-8
CCNc1nc(N2CCOCC2)nc(N(c2ccccc2)c2ccccc2)n1	0	1	-1	1	0.34	-2	10	1	4
Cc1cccc(C(=O)Nc2cc(OCc3cccc(F)c3)c(Cl)cc2Cl)c1	-10	0.8	-5	0.8	-0.84	-1	.	21	25
CC(C)Oc1ccc(C(=O)Nc2ccccc2N2CCCC2)cc1	-16	0.6	11	0.7	1.6	-13	3	31	37
OCCN=C1CCCc2c1[nH]c1ccc(Br)cc21	45	0.8	92*	0.8	-1.2	-16	.	16	19
O=C(Nc1cccc2ccccc12)c1cn(-c2ccccc2)nc1-c1cccs1	4	1.4	-26	0.9	0.025	-12	2	6	-41
CCOC(=O)N1CCC(NC(=O)C2CCCCN2S(=O)(=O)c2ccc(F)cc2)CC1 (stereo unspecified)	-10	0.8	11	0.7	-1	-53	-3	28	16
Cc1cc(O)c(/C=N/Nc2ccccc2Cl)c(=O)o1	5	0.7	2	0.7	-0.84	-74	.	30	27
Cc1ccc(N(C(=O)CNC(=O)c2ccco2)C(C(=O)NC2CCCC2)c2cccnc2)cc1C (stereo unspecified)	-27	1	17	1	0.0083	-13	11	5	4
O=C(NCc1cn2ccsc2n1)Nc1ccc(Cl)cc1	-21	0.9	-2	0.7	-0.25	12	6	30	14
Cc1cc(=O)oc2c(CN(CC(C)C)CC(C)C)c(O)ccc12	-21	1	-1	0.8	1.2	-4	5	18	2
CCc1c(C(C)S(=O)(=O)c2ccc(C)cc2)[nH]c(=O)n1-c1ccc(C)cc1 (stereo unspecified)	2	0.8	2	0.4	-0.65	-36	-2	59*	19
CCN=C(Nc1ccc2c(c1)OCO2)SC1CC(=O)N(c2ccc(OC)cc2)C1=O (stereo unspecified)	-36	.	10	.	-0.2	-6	7	.	.
Cc1ccc2nc(SC(C)C(=O)NCc3ccco3)[nH]c2c1 (stereo unspecified)	-4	0.6	-5	0.8	0.064	-16	-4	20	44
Cn1c(SCCOc2ccccc2Cl)nnc1-c1cccs1	-2	.	-2	.	0.78	-26	2	.	.
COc1cc(C2NC(=S)NC(c3ccccc3)=C2C(C)=O)cc(Cl)c1OCC(=O)O (stereo unspecified)	.	0.7	33	1	0.44	9	.	-2	27
CCOC(=O)c1nc(C)n(-c2cc(Cl)cc(Cl)c2)n1	-5	0.9	-8	0.6	-0.32	-4	.	39	9
FC(F)(F)c1nnc2ccc(N3CCCCCC3)nn12	3	1.1	-13	1	0.19	-17	0	-2	-6
Cc1nc2nc(C)c(CCC(=O)N3CCN(c4ccccn4)CC3)c(C)n2n1	-8	1	0	1.1	0.36	-23	6	-6	4
N[C@@H](Cc1ccccc1)c1nnc(SCc2ccccc2Cl)o1	9	0.6	4	0.2	0.058	-9	.	79*	36

Continued:
SMILES	TNFa cytotox	CYP2C9 act	VCAM1 TNFa inh	CYP2C19 act	hDAT+cocaine	IL1B cytotox	Candida biofilm	CYP2C19 inhib	CYP2C9 inh
Cn1c(SCC(N)=O)nnc1C1CCN(C(=O)NC2CCCCC2)CC1	-25	1.1	6	1.2	-0.52	-32	6	-19	-13
COc1ccc(CNC(=O)CS(=O)Cc2nc(-c3ccccc3C)oc2C)cc1 (stereo unspecified)	.	0.2	.	0.1	1.4	.	12	91*	75*
COC(=O)C1C(=O)c2c([nH]c(C(=O)OC3CCCCC3)c2C)CC1C (stereo unspecified)	.	0.9	.	1.2	-0.018	.	13	-23	6
CCn1c2ccccc2c2cc(NC(=O)C(C)Oc3ccccc3)ccc21 (stereo unspecified)	-9	0.6	2	0.4	0.53	6	.	61*	39
O=C(NC1(C(F)(F)F)NC(=O)N(Cc2cccnc2)C1=O)c1ccccc1 (stereo unspecified)	-7	0.9	-3	0.7	-1.7	3	3	29	7
CC1CCC(NC(=O)C2CCN(C(=O)NC3CCCCC3)CC2)CC1 (stereo unspecified)	-12	1.2	-1	1.2	0.14	6	8	-17	-18
COC(=O)C1=C(C)N(C)C(=O)NC1c1ccc(C)cc1 (stereo unspecified)	-38	0.7	-16	0.5	-0.32	-42	2	54*	29
COCCN(C(=O)Nc1ccc(OC)cc1OC)C1CCN(C(C)C)CC1	.	0.9	.	0.9	-0.61	.	2	8	10
COc1cc(-c2noc(-c3cccc(Cl)c3)n2)cc(OC)c1OC	-12	1.2	-13	1.1	-0.79	-9	4	-12	-16
COc1ccc(N2CCN(C(=O)CSc3nnc(-c4cccnc4)n3-c3ccccc3)CC2)cc1	-20	0.9	13	0.8	-0.021	10	8	19	8
Cc1ccnc2c(N3C(=O)C4C5c6ccccc6C(c6ccccc65)C4C3=O)cccc12 (stereo unspecified)	-7	0.8	12	0.6	1.2	-24	.	38	20
CCOC(=O)C(CC(=O)O)N1CCCCC1 (stereo unspecified)	4	0.9	-1	0.9	1.1	12	-1	6	9
C/C(=C(\C#N)C(=O)NCc1ccccc1)N(C)C	-14	0.9	0	0.9	-0.48	10	-1	12	10
COc1cccc(C2CC(c3c(Cl)cccc3Cl)n3nc(N)nc3N2)c1 (stereo unspecified)	-12	0.9	12	0.8	0.0067	8	3	19	9
CCOC(=O)C1CCCN(CC(O)COc2ccc(OC)cc2C(C)(C)C)C1 (stereo unspecified)	9	0.4	2	0.5	0.26	-4	10	46	56*
COC(=O)c1cc(OC)c(OC)cc1NC(=S)N1CCN(Cc2ccccc2)CC1	7	0.6	-10	0	.	0	.	100*	44
COCCCNC(=O)Cn1nnc(-c2ccc(NC(=O)c3ccccc3OC)cc2)n1	-26	0.7	-16	1	1.9	-11	-1	4	30
Cc1ccc(N2CSC3=C(C#N)C(c4cccs4)CC(=O)N3C2)cc1 (stereo unspecified)	-11	0.1	-7	0.6	-0.11	-20	8	37	86*
CCOC(=O)C1CCN(C(=O)c2cccc(Cl)c2)CC1	-8	0.5	6	0.7	0.023	-18	-1	28	50
Nc1ccc(Oc2ccc3nc(-c4ccccc4)c(-c4ccccc4)nc3c2)cc1	-14	0.8	-2	1.1	0.016	33	.	-12	23
CCc1ccccc1NC(=O)CN(c1cccc(OC)c1)S(C)(=O)=O	-25	0.4	10	0.1	1.5	-4	5	86*	63*
CC1CN(c2nc3ccccc3nc2C(C#N)C(=O)NCc2ccc3c(c2)OCO3)CC(C)O1 (stereo unspecified)	-24	0.6	18	0.8	0.11	-6	8	19	40
O=C1CNC(=O)c2c(nc3n2CCC3)N1	-17	1	14	1.2	0.13	15	7	-24	0
Cc1nc2sc(C(c3ccc(Cl)cc3)N3CC(C)OC(C)C3)c(O)n2n1 (stereo unspecified)	37	1	36*	0.8	-0.039	13	.	20	-4
CN(c1ccc(C(=O)O)cc1)S(=O)(=O)c1ccccc1	.	0.9	.	0.9	-1.2	.	9	7	10

VCAM1 TNFa inh, what is marked active above
SMILES | CYP2C9 act | VCAM1 TNFa inh | CYP2C19 act | hDAT+cocaine | CYP2C19 inhib | CYP2C9 inh
OCCN=C1CCCc2c1[nH]c1ccc(Br)cc21 | 0.8 | 92* | 0.8 | -1.2 | 16 | 19
Cc1nc2sc(C(c3ccc(Cl)cc3)N3CC(C)OC(C)C3)c(O)n2n1 (stereo unspecified) | 1 | 36* | 0.8 | -0.039 | 20 | -4

Later entries
SMILES	TNFa cytotox	CYP2C9 act	VCAM1 TNFa inh	CYP2C19 act	hDAT+cocaine	IL1B cytotox	Candida biofilm	CYP2C19 inhib	CYP2C9 inh
Cc1ccc(S(=O)(=O)/C(C#N)=C/c2c(N3CCC(C(N)=O)CC3)nc3c(C)cccn3c2=O)cc1	-4	0.2	17	0.7	-0.013	9	12	33	80*
Cc1cc(Cl)c(S(=O)(=O)Nc2ccccn2)cc1OCC(N)=O	-11	1.2	12	1.2	-0.014	2	2	-19	-19
O=C(NCCCN1CCC(Cc2ccccc2)CC1)C1CC(=O)N(C2CCCC2)C1 (stereo unspecified)	-20	0.9	-4	0.9	0.11	-16	-1	9	10
COc1ccc(CCN2CC34C=CC(O3)C(C(=O)NCc3ccccc3)C4C2=O)cc1OC (stereo unspecified)	-64	0.5	-44	1	-0.033	-4	.	3	49
O=C(Oc1ccc(Cl)c2cccnc12)N1CCCCC1	.	0.7	.	0.5	0.42	.	6	55*	28
COC(=O)c1cc(=O)n(Cc2ccco2)c(=Nc2ccc(F)c(Cl)c2)s1	-14	0.3	12	0.4	-0.73	14	8	64*	69*
COc1ccc(N2C(=O)[C@@H]3[C@H](C2=O)[C@H]2c4ccccc4C=CN2[C@@H]3C(=O)Nc2ccccc2)cc1	7	0.4	0	0.8	0.1	-28	3	15	62*
CC(C)COCC1CC2(CC(C)(c3csc(N)n3)OC2=O)C(=O)O1 (stereo unspecified)	2	1.2	-3	1	-1	8	.	3	-22
Cc1ccc(Cc2nc(-c3ccccn3)no2)cc1	7	0.8	5	0.7	0.43	-2	12	28	22
CCN1C(=O)CSC1=NC1C2CC3CC(C2)CC1C3 (stereo unspecified)	-16	1.1	0	1.1	0.05	16	.	-15	-11
Cc1cccc(CCN(C(=O)Cc2cccs2)C(C(=O)NC2CCCCC2)c2cccnc2)c1 (stereo unspecified)	14	0.8	-5	0.7	0.71	4	.	25	18
Cn1cc(S(=O)(=O)Nc2ccc(F)cc2F)c(=O)n(C)c1=O	-1	0.8	2	1	1.9	-18	0	0	16
CCOC(=O)c1ccc2c(c1)C1C=CCC1C(C(=O)O)N2 (stereo unspecified)	.	0.7	.	0.9	-0.3	.	.	8	27
Cc1c(C(=O)NCc2ccccc2)oc2ccc(S(=O)(=O)N3CCC4(CC3)OCCO4)cc12	11	0.5	-1	0.7	0.32	-5	11	30	55*
O=C(NCc1ccccn1)C1C2C=CC(C2)C1C(=O)Nc1ccc(F)cc1 (stereo unspecified)	-28	.	7	.	-0.31	11	4	.	.
Cc1cc(C(=O)COC(=O)c2ccc3c(c2)OCO3)c(C)n1Cc1cccs1	-14	0.8	6	0.5	0.98	-12	4	48	19
Cc1ccc(C(=O)CSc2nc3ccccc3c(=O)n2N)o1	.	0.7	.	0.7	0.69	.	2	34	34
O=C(COC(=O)C1=Cc2ccccc2OC1)NC1CCCC1	-26	0.8	7	0.7	1	-13	.	28	20
